Assay outcomes: PubChem, several laboratories
NR1D1 modulator: modulates human Rev-erb alpha binding to DNA; Rev-erbα–FITC-DNA binding, fluorescence polarization, 90 min; activity, % at 10 µM; hit rate 0.79% among 370,000;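 active = activity above about 14%, limit read from the data; passing the limit was not always enough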;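 note: 0% = DMSO wells with 35 nM protein and 100% = DMSO wells with 750 nM protein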
ABHD4 inh: ABHD4 (mouse) inhibition, primary FP screen; Q8VD66; purified mABHD4, FP-Rh probe fluorescence polarization; inhibition, % at 8.92 µM; hit rate 0.54% among 370,000; AID 720543;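 active = inhibition exceeding the mean over every tested compound plus 3 SD, cut at about 30% in these data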;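 note: 0% = plate median of compound wells and 100% = S159A mutant with DMSO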
Target sequence (Q8VD66 whole entry, looked up): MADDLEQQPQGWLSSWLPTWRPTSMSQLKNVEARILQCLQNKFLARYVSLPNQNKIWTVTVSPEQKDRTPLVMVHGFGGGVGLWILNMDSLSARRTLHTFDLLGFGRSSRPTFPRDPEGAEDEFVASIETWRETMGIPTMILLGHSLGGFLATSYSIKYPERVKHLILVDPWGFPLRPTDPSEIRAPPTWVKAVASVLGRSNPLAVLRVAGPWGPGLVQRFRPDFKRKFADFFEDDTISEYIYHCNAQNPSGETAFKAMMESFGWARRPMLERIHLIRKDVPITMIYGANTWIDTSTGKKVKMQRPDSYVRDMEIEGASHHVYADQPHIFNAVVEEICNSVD
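Assay system: mouse ABHD4 enzyme, wild type / Also added: fluorescent activity-based probe FP-Rh / Doses: single nominal dose of 8.92 µM, 0.89% DMSO final / Timing: 45 min compound pre-incubation plus 60 min probe step, 25 °C / Signal: FP readout, ex 525 nm / em 598 nm / Control set: S159A mutant/DMSO as 100%, compound-well median as 0%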
PG9 Ab binder: small molecules binding HIV-1 gp120 antibody PG9. TR-FRET gp120-PG9 antibody binding. AID 624416. inhibition, % at 6.7 µM. hit rate 0.43% among 360,000; in the data active = inhibition above about 8.5%
NPR2 activator: GC-B (human) receptor activation | HEK293-GC-B cells, CNP EC30, cGMP TR-FRET; 0% at EC30 CNP, 100% saturating CNP | activation, % at 10 µM | hit rate 0.11% among 370,000;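 active = activation at 10 µM reaching about 35% in either raw or pattern-adjusted values, limit read from the data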
SMARCA2 act: activators of SMARCA2 function; MG213 cells, MMTV-luciferase reporter, dexamethasone, overnight; hit rate 1% among 370,000; activation, % at 9.1 µM; in the data active = activation above about 7.8%;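 note: 0% = vehicle wells and 100% = reference activator wells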
GC-A act: GC-A (human) enzyme activation; P16066; activation, % at 10 µM; HEK293 GC-A cells, cGMP TR-FRET, EC30 ANP; 0% at EC30 ANP, 100% saturating ANP; hit rate 0.14% among 370,000; in the data active = activation above about 40%
HTRA1 inhibitor: blocks human HTRA1 serine peptidase; Q92743; recombinant HTRA1, FP-rhodamine activity-based probe, fluorescence polarization; inhibition, % at 5.96 µM; hit rate 0.5% among 340,000; in the data active = inhibition above about 36%;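 note: 0% = enzyme with DMSO and 100% = wells lacking enzyme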
ASAP1 GAP inh: ASAP1 ArfGAP inhibition; hit rate 0.19% among 360,000; ASAP1-stimulated ARF1 GTP hydrolysis, GDP FP detection; AID 624377; inhibition, % at 16.5 µM; in the data active = inhibition above about 25%;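 note: 0% = vehicle with enzyme and substrate and 100% = no enzyme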
Target sequence (Q9ULH1 325-724 limits assumed): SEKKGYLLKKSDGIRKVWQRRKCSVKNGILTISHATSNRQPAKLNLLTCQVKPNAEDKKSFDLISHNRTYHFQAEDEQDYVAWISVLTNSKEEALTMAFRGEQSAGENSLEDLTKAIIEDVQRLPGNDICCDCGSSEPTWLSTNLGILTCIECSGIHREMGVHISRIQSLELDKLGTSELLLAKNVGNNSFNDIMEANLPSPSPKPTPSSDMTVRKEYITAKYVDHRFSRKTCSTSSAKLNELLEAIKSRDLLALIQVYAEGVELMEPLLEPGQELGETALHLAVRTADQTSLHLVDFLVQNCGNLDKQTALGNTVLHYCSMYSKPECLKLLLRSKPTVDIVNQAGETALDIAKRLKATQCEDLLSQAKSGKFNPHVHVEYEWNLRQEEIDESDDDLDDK
ARFGAP1 inh: rat ARFGAP1 inhibition | inhibition, % at 16.5 µM | hit rate 0.26% among 360,000 | Arfgap1-stimulated ARF1 GTP hydrolysis, GDP FP detection | Q62848;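 active = inhibition above a per-plate limit, mean inhibition of low control wells plus 3 SD, cut at about 25% in these data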;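 note: 0% = DMSO wells with enzyme and 100% = wells lacking Arfgap1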
Target sequence (Q62848 1-136 limits assumed): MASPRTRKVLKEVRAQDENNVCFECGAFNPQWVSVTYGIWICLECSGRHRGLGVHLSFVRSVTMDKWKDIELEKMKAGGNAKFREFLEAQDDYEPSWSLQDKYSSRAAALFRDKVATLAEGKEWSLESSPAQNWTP
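Repeats: one replicate per compound; assay system: rat Arfgap1 catalytic domain, aa 1-136; times: enzyme reaction 120 min at 25 °C after 20 min preincubation; detection: FP of antibody-bound GDP Alexa 633 tracer, ex 620/em 688 nm; benchmarks: high control wells lacking Arfgap1, low control full reaction with DMSO; reagent: human ARF1(Δ1-17)-GTP substrate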
rCAG binder: r(CAG) repeat RNA binding | inhibition, % at 3 µM | AID 651821 | hit rate 1.3% among 370,000 | TO-PRO-1 dye displacement fluorescence;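 active = inhibition above the plate cutoff, the mean of all test compounds on that plate plus 3 SD, cut at about 35% in these data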;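 note: 0% = DMSO alone and 100% = 100 µM mitoxantrone as full dye displacement; higher means more dye released from RNA so lower well fluorescence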
An asterisk follows results filed as active; . = no result given. This is a random part of the collection, and some 4.4% of all compounds hit somewhere here.

Every second line gives: NR1D1 modulator | ABHD4 inh | PG9 Ab binder | NPR2 activator | SMARCA2 act | GC-A act | HTRA1 inhibitor | ASAP1 GAP inh | ARFGAP1 inh | rCAG binder
- COc1cc(C(=S)N2CCCCC2)ccc1O
    1 | 2 | 1.1 | 0 | -2 | 2 | 3 | 4 | 9 | -2
- CC(=O)c1ccc(NC(=O)CSCC(=O)Nc2ccc3ccccc3c2)cc1
    0 | -27 | 2.0 | -10 | -1 | 1 | -5 | 7 | 10 | 11
- Cc1cc2c(=O)n(C)c(SCC(=O)NC3CCCC3)nc2s1
    5 | 3 | -3.1 | 5 | 3 | -2 | -3 | 10 | -5 | 1
- CCn1c(C)nnc1SCC(=O)Nc1ccc(Cl)cc1
    -2 | -1 | -0.9 | -2 | 2 | -4 | 6 | 2 | 11 | -3
- Cc1c(CCC(=O)N2CCC(C(=O)O)(c3ccccc3)CC2)c(=O)oc2cc3oc4c(c3cc12)CCCC4
    -8 | 3 | -1.1 | -11 | -6 | 2 | -7 | -8 | -1 | 8
- CC(Nn1cnnc1)c1cc(Cl)ccc1O (configuration not stated)
    -7 | 0 | 0.1 | 1 | 1 | 4 | -3 | -10 | -10 | -4
- CC(C)(C)NC(=O)COc1ccc(S(=O)(=O)N2CCCC2)cc1
    2 | -1 | -1.0 | 4 | 2 | 6 | 5 | 0 | 16 | -5
- COC(=O)[C@@H](NCc1ccc(OC)c(B(O)O)c1)C(C)C
    -5 | 6 | 0.1 | -4 | 4 | -2 | 5 | 6 | 9 | 1
- O=C(COC(=O)/C=C/c1cccc(C(F)(F)F)c1)NC(=O)NCc1ccccc1
    -4 | -2 | -0.7 | 1 | 0 | -1 | 0 | 4 | 20 | -11
- Cc1ccccc1OCCC(=O)Nc1ccc(Cl)cc1F
    3 | 2 | -1.0 | 0 | -1 | 0 | -7 | 9 | -1 | -1
- Cc1ccc(C)c(NC(=O)C2C3C=CC(O3)C2C(=O)O)c1 (configuration not stated)
    -7 | 7 | 1.1 | 0 | -2 | 2 | 5 | -3 | -1 | 1
- Cc1noc(C)c1COc1ccc(C(=O)OCC(=O)N2CC(=O)Nc3ccccc32)cc1
    -1 | -4 | 0.7 | 2 | -4 | 3 | -12 | 1 | -13 | -3
- Oc1ccc(/C=N/NC(=S)NCC2CCCO2)cc1 (configuration not stated)
    8 | 4 | -3.5 | 1 | -2 | -1 | 2 | 2 | 7 | -1
- COc1ccc(C2=NS(=O)(=O)N(C)C(C(=O)NC3CCCC3)=C2)cc1
    6 | -4 | -1.6 | 7 | -4 | 7 | -7 | -1 | 5 | -2
- COc1cccc2c1cc1c(=O)n(CC(=O)NCCCN3CCN(C)CC3)nc(C)n12
    -4 | -2 | -0.9 | 1 | -1 | 3 | 2 | 3 | 8 | 2
- O=C(Nc1ccc(Cl)cc1)Nc1ccc(C(=O)N2CCOCC2)cc1
    -4 | -6 | -0.5 | -1 | -2 | -2 | 7 | -8 | -12 | 3
- COc1ccc(N(C(=O)Cn2nnc(-c3ccc(F)cc3)n2)C(C)C(=O)NC2CCCC2)cc1OC (configuration not stated)
    1 | 6 | 2.2 | -2 | -2 | 6 | -6 | -9 | -4 | 1
- O=C(NNC(=S)Nc1ccccc1C(F)(F)F)c1cccnc1
    -2 | -3 | -2.3 | 4 | -2 | 1 | 5 | -13 | 4 | 0
- COc1ccc(C(=O)/C=C/c2ccc(OC)cc2OC)c(O)c1
    -1 | 1 | 0.9 | -8 | 3 | 0 | -41 | -4 | -2 | 1
- CCN(CC(=O)Nc1cccc(C(C)=O)c1)S(=O)(=O)c1ccccc1
    -2 | 2 | -0.9 | -3 | 1 | -3 | -2 | 10 | 2 | -5
- COc1ccc(/C=N/NC(=O)c2cccc(NC(=O)c3ccccc3Cl)c2)cc1
    -3 | -35 | 0.2 | 3 | 2 | -3 | -52 | 22 | 1 | 9
- COCCN1C(=O)/C(=C/c2ccc(Oc3ccc([N+](=O)[O-])cn3)c(OC)c2)SC1=Nc1ccccc1
    0 | 2 | -1.8 | -1 | 1 | -3 | -5 | -11 | 8 | 3
- Cc1oc(-c2ccccc2Cl)nc1CSCC(=O)N1CCCC1
    -1 | 4 | -0.1 | 3 | -2 | 6 | 0 | -7 | -2 | -5
- CC(NC(=O)CCN1C(=O)c2ccccc2S1(=O)=O)c1ccccc1 (configuration not stated)
    -1 | -2 | 2.6 | 1 | -3 | 2 | 7 | 5 | -13 | 1
- COc1ccc(-c2nc3scc(-c4ccccc4)n3n2)cc1
    -19 | -21 | 1.4 | -11 | -1 | 0 | -17 | -2 | 6 | 10
- O=C1C2C3C=CC(C4CC34)C2C(=O)N1/N=C/c1ccc(-c2ccc(F)cc2[N+](=O)[O-])o1 (configuration not stated)
    -2 | 3 | 0.4 | -1 | -2 | 3 | 10 | 5 | -2 | 2
- O=C(CN1C(=O)/C(=C/c2cccc(Br)c2)SC1=S)N1CCCC1
    -5 | 5 | -0.9 | 1 | -2 | 1 | 2 | 3 | 18 | 2
- CN1CCN(c2ccc(NC(=O)c3ccc(Cl)cc3)cn2)CC1
    -10 | -1 | -0.8 | -1 | 2 | 3 | 3 | -2 | -7 | -7
- CCCCC(CC)C1OCC(CN2CCCC2)O1 (configuration not stated)
    -2 | 3 | 0.3 | 0 | -2 | -3 | -4 | -4 | 0 | -2
- C(=N\N=C\c1cccs1)/c1cccs1
    5 | -2 | -1.5 | -7 | 8 | 9 | 0 | -2 | 7 | 1

New compounds follow.
Every second line gives: NR1D1 modulator | ABHD4 inh | PG9 Ab binder | NPR2 activator | SMARCA2 act | GC-A act | HTRA1 inhibitor | ASAP1 GAP inh | ARFGAP1 inh | rCAG binder
- COc1cccc(-c2cnc(C(O)c3cccc(CN4CCCCC4)c3)[nH]2)c1 (configuration not stated)
    3 | -1 | 0.1 | 1 | 2 | -1 | . | 12 | 18 | 2
- NC(=O)C1=C[C@@H](c2ccccc2)C[C@@H](OCCCCO)O1
    -5 | -2 | 2.9 | 1 | -1 | 0 | 6 | -4 | -11 | 8
- CCN1C(=C(C#N)C#N)C=Cc2ccccc21
    -7 | 2 | 2.0 | 1 | -1 | 3 | 4 | -2 | -3 | -1
- COc1cccc(/C(N)=N/OC(=O)Cc2ccccc2[N+](=O)[O-])c1
    -1 | -5 | -0.2 | -1 | 1 | -1 | -11 | 10 | 0 | -3
- Cc1noc(C)c1NC(=O)Nc1ccc2c(c1)C(=O)N([C@H](C)CO)C[C@@H](C)[C@@H](CN(C)S(=O)(=O)c1cn(C)cn1)OCCCC[C@H](C)O2
    1 | -3 | -0.3 | 0 | -1 | 3 | 1 | -5 | -12 | 0
- CCN(CC)c1ncnc2sc3c(c12)CCC3
    -5 | 0 | -0.9 | 1 | 0 | -4 | -6 | -29 | -6 | -4
- c1ccc(NCCCNc2ccccc2)cc1
    -4 | -2 | 1.2 | 3 | 2 | 1 | 5 | -8 | -6 | -1
- COC(=O)c1ccccc1NC(=O)c1ccc2c(c1)OCCO2
    7 | -8 | 1.0 | -4 | -3 | -5 | -12 | -4 | 2 | -3
- O=C(Nc1cccc(Cl)c1)N1CCN(C2c3ccccc3-c3ccccc32)CC1
    -3 | -15 | 1.8 | 1 | -2 | -4 | -7 | 9 | 7 | 1
- O=[N+]([O-])c1ccc(CN2CC(N3CCC(Cc4ccccc4)CC3)CS2(=O)=O)cc1 (configuration not stated)
    -1 | 1 | -0.3 | -1 | -5 | 3 | -7 | 8 | 17 | 4
- CCCC(NCC(=O)Nc1ccccc1C(=O)NC1CC1)c1ccccc1 (configuration not stated)
    -3 | -2 | 0.8 | -3 | 3 | -3 | -6 | 6 | 10 | -6
- CC1(C)CC2CC(C)(CN2C(=O)CN2C(=O)c3ccccc3C2=O)C1 (configuration not stated)
    -4 | -6 | -0.3 | 0 | -4 | 0 | 0 | 12 | 3 | -4
- Cc1cccc(OCCSc2nc3c([nH]2)c(=N)ncn3Cc2ccccc2)c1
    0 | 2 | -2.9 | 15 | 0 | 1 | -7 | 6 | 10 | -1
- COc1cc(C)nc(N(Cc2ccccc2)S(=O)(=O)c2ccc(C)cc2)n1
    7 | -10 | 0.3 | -10 | -1 | -18 | -23 | -9 | -7 | -1
- Nc1ccc(NC(=O)c2ccccc2)c2c1C(=O)c1ccccc1C2=O
    -16 | 13 | -0.6 | -6 | -2 | -4 | 10 | -8 | 2 | 5
- CCOC(=O)N1CCN(C(=O)C2CCC(=O)N2C(C)C)CC1 (configuration not stated)
    -3 | 3 | -1.5 | 1 | -2 | 6 | 4 | 13 | 8 | -1
- COCCCNC(=O)CCC(=O)Nc1ccc2nc(N3CCOCC3)cc(C)c2c1
    0 | 8 | 3.7 | 4 | -1 | 4 | 0 | 16 | 10 | -8
- O=C(CNC(=O)c1ccc(Cl)cc1)OCCN1C(=O)c2ccccc2C1=O
    -3 | 6 | -0.5 | 4 | -1 | 4 | 4 | 3 | -4 | 0
- CCNc1nc(NCC)n2c(SCC(=O)N(CC)C3CCCCC3)nnc2n1
    -4 | 4 | -0.2 | 14 | 0 | 6 | -7 | -18 | -2 | -8
- CCOc1ccc(C(=O)N2CCN(CCc3ccccc3)CC2)cc1OCC
    0 | -11 | 0.4 | 3 | -2 | -2 | -2 | 0 | 11 | -4
- CCc1c(O)cc2n(c1=O)-c1ccccc1C2(C)C
    1 | -5 | 1.0 | 3 | -7 | 0 | -5 | -9 | 0 | -4
- Cc1ccc(S(=O)(=O)N2[C@@H](c3ccc(F)cc3)C(C(=O)O)=CC[C@H]2c2cccs2)cc1
    -1 | 4 | 0.7 | 1 | -2 | 1 | -9 | -2 | 8 | 43*

Molecules above with a Cl atom (nine):
Every second line gives: NR1D1 modulator | ABHD4 inh | PG9 Ab binder | NPR2 activator | SMARCA2 act | GC-A act | HTRA1 inhibitor | ASAP1 GAP inh | ARFGAP1 inh | rCAG binder
- CCn1c(C)nnc1SCC(=O)Nc1ccc(Cl)cc1
    -2 | -1 | -0.9 | -2 | 2 | -4 | 6 | 2 | 11 | -3
- CC(Nn1cnnc1)c1cc(Cl)ccc1O (configuration not stated)
    -7 | 0 | 0.1 | 1 | 1 | 4 | -3 | -10 | -10 | -4
- Cc1ccccc1OCCC(=O)Nc1ccc(Cl)cc1F
    3 | 2 | -1.0 | 0 | -1 | 0 | -7 | 9 | -1 | -1
- O=C(Nc1ccc(Cl)cc1)Nc1ccc(C(=O)N2CCOCC2)cc1
    -4 | -6 | -0.5 | -1 | -2 | -2 | 7 | -8 | -12 | 3
- COc1ccc(/C=N/NC(=O)c2cccc(NC(=O)c3ccccc3Cl)c2)cc1
    -3 | -35 | 0.2 | 3 | 2 | -3 | -52 | 22 | 1 | 9
- Cc1oc(-c2ccccc2Cl)nc1CSCC(=O)N1CCCC1
    -1 | 4 | -0.1 | 3 | -2 | 6 | 0 | -7 | -2 | -5
- CN1CCN(c2ccc(NC(=O)c3ccc(Cl)cc3)cn2)CC1
    -10 | -1 | -0.8 | -1 | 2 | 3 | 3 | -2 | -7 | -7
- O=C(Nc1cccc(Cl)c1)N1CCN(C2c3ccccc3-c3ccccc32)CC1
    -3 | -15 | 1.8 | 1 | -2 | -4 | -7 | 9 | 7 | 1
- O=C(CNC(=O)c1ccc(Cl)cc1)OCCN1C(=O)c2ccccc2C1=O
    -3 | 6 | -0.5 | 4 | -1 | 4 | 4 | 3 | -4 | 0
